# Bioassay records (PubChem)
# p97 ATPase inh: human p97 ATPase inhibition; P55072; recombinant p97 ATPase, Kinase-Glo ATP luminescence, 3 h; inhibition, % at 8 µM; 0.42% of 220,000 active; AID 1481; in the data active = inhibition above about 15%;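 also: 0% = DMSO vehicle and 100% = wells lacking enzyme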
# PPC-1+TRAIL kill: compounds killing PPC-1 cancer cells with TRAIL present (potentiator screen, no TRAIL-free arm); PPC-1 cells + TRAIL, ATPLite viability luminescence; cell killing (% activity), % at 4 µM; 0.41% of 220,000 active;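 active = cell killing above 50% in the first pass at 4 µM, then a duplicate retest at 5 µM averaging 50% or more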;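 also: plate controls were cells with TRAIL plus DMSO for no effect and medium-only wells lacking cells for full effect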
# NCF1 inh: blocks human p47phox regulatory protein of NADPH oxidases | P14598 | p47phox/p22phox peptide binding, fluorescence polarization, 2 h | inhibition, % at 24.7 µM | 0.53% of 220,000 active | AID 1274;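 active = inhibition above about 30%, limit read from the data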;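 also: 0% = p47phox with labelled peptide and 100% = labelled peptide alone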
# EP2 antag: EP2 receptor (human) inhibition; P43116; C6 glioma cells expressing human EP2, cAMP TR-FRET; cells stimulated with saturating PGE2; inhibition, % at 25 µM; 0.52% of 260,000 active;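 active = percent inhibition above 40 after rounding to a whole number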;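 also: rat C6 glioma host cells with rolipram phosphodiesterase inhibitor present; the protocol text gives 20 µM as final concentration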
# Target sequence (P43116 whole entry, looked up): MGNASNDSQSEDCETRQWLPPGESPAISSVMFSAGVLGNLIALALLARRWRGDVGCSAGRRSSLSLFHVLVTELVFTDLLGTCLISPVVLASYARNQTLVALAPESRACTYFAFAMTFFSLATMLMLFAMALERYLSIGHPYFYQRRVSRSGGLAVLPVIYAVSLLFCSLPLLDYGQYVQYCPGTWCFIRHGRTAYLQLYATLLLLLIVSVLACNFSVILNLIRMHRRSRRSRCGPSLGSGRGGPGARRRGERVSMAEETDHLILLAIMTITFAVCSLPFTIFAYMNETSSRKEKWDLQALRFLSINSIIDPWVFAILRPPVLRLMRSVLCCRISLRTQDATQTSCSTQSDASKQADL
# Tb hexokinase: blocks Trypanosoma brucei hexokinase 1 activity; inhibition, % at 10 µM; recombinant TbHK1, G6PDH-coupled NADH A340; AID 1430; 0.11% of 220,000 active;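 active = inhibition of 50% or more in the single-dose primary screen; inactive = inhibition below 50%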
# BaF3 parental: counter-screen for JAK2V617F inhibitors: parental Ba/F3 viability inhibitors; CellTiter-Glo ATP luminescence; inhibition, % at 5.6 µM; 1.1% of 220,000 active;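 active = inhibition above a per-campaign cutoff, the mean inhibition of all tested compounds plus 3 SD, cut at about 27% in these data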;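 also: 0% = DMSO wells and 100% = JAK Inhibitor I control wells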
# Furin inh: human furin inhibition; AID 463115; 0.061% of 220,000 active; inhibition, % at 30 µM; purified furin, fluorogenic substrate cleavage; P09958; in the data active = inhibition above about 25%; also: inactives centre near -15
# Target sequence (P09958 108-714 limits assumed): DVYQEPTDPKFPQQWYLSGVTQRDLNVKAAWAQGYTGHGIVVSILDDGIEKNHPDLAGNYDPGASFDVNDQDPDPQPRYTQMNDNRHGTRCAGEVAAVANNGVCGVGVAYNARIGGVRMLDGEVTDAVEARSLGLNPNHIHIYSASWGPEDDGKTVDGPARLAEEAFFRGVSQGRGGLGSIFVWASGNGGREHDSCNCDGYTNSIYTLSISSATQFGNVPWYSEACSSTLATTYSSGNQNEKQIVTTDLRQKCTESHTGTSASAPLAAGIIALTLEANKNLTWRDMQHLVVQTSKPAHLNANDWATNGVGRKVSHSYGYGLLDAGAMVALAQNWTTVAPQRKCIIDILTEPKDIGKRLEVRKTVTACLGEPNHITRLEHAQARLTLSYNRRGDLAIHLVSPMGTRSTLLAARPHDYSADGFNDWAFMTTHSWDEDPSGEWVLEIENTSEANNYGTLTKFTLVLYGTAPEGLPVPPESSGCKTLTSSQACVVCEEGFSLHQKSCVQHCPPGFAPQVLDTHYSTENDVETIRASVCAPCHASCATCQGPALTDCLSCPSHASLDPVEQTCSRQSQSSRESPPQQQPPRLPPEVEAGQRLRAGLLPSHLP
# Ba/F3 V617F tox: loss of viability in JAK2V617F-driven Ba/F3 cells; Ba/F3 EpoR-JAK2V617F viability, ATP luminescence; inhibition, % at 5.6 µM; 1.1% of 220,000 active; AID 1446;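 active = inhibition above the campaign mean plus 3 SD over all tested compounds, cut at about 24% in these data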;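 also: cytokine-independent growth of Ba/F3 cells driven by EpoR plus mutant JAK2; 0% = DMSO-treated cells and 100% = JAK inhibitor I control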
# RBBP9 inhibitor: human RBBP9 hydrolase inhibition. inhibition, % at 7.94 µM. recombinant RBBP9, FP-Rh probe fluorescence polarization. O75884. 0.2% of 220,000 active. AID 1515;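 active = inhibition above the campaign mean of all tested compounds plus 3 SD, cut at about 14% in these data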;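 also: plate controls were DMSO wells with RBBP9 for no effect and wells lacking RBBP9 protein for full effect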
#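 System: RBBP9 protein | Quantity: 2.5 µM RBBP9 dispensing solution, before mixing | Reagent: FP-Rh probe, 375 nM dispensing solution | Timing: Enzyme-compound preincubation 30 min, then probe labeling 45 min, 25 °C | Measured by: Fluorescence polarization | Read-out: % inhibition | Replication: One well per compound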
# An asterisk follows results filed as active; · = not tested or not shown; & = joins results of further samples; [ ] = remark or other dose. An excerpt. The share of hits here may be higher or lower than overall.
No.	Compound	Furin inh	Ba/F3 V617F tox	p97 ATPase inh	NCF1 inh	Tb hexokinase	RBBP9 inhibitor	BaF3 parental	PPC-1+TRAIL kill	EP2 antag
1	CC(C)Oc1ccc(C(=O)NC2(C(F)(F)F)NC(=O)N(CCCc3ccccc3)C2=O)cc1 (stereo unspecified)	-7	-1	0	-4	-5	-8	4	14	13
2	CC(C)CC1NC2(C(=O)N(C)c3ccccc32)C2C(=O)N(C(C)C)C(=O)C12 (stereo unspecified)	-27	-1	-1	-5	-4	-5	4	17	6
3	CC(=O)C1=C(O)C(=O)N(c2cccc(C(=O)O)c2)C1c1ccccc1F (stereo unspecified)	-11	-4	6	-2	-20	-7	-2	10	18
4	CCC1=C(OC(=O)N(CC)CC)N2C(=O)OC(=NCC(=O)OC)[C@]2(C)[C@H]2C1=CC[C@H]1C(=O)N(CC(=O)OC)C(=O)[C@H]12	-27	·	·	-7	-12	·	·	-6	10
5	CCN(CC)c1ccc(C(=O)OCC(=O)Nc2cc3oc4ccccc4c3cc2OC)cc1	-16	-4	3	20	-10	-6	3	15	7
6	CCC(C)(NC(=O)c1ccccc1)C(=O)O (stereo unspecified)	-47	-1	2	-2	2	-2	4	30	17
7	COC(=O)c1[nH]c2cccc(C)c2c1NC(=O)CN1CCN(C(=O)c2ccco2)CC1	-18	-3	3	6	14	-5	2	6	11
8	Cc1cc(C)nc(SCC(=O)Nc2ccc(S(=O)(=O)N3CCCCC3)cc2)n1	-7[20 µM]	-2	-6	-6	-6	-7	2	0	6
9	O=C(CN(Cc1ccc2c(c1)OCO2)C(=O)CNS(=O)(=O)c1ccccc1)NCC1CCCO1 (stereo unspecified)	-11	0	0	1	3	-8	3	-9	16
10	CCOC(=O)C1CCN(c2cc(C)nc3cc(-c4cccc(F)c4)nn23)CC1	-2[20 µM]	2	2	2	0	-5	7	16	9

# Overlap with the part before: two compounds, then new ones.
No.	Compound	Furin inh	Ba/F3 V617F tox	p97 ATPase inh	NCF1 inh	Tb hexokinase	RBBP9 inhibitor	BaF3 parental	PPC-1+TRAIL kill	EP2 antag
9	O=C(CN(Cc1ccc2c(c1)OCO2)C(=O)CNS(=O)(=O)c1ccccc1)NCC1CCCO1 (stereo unspecified)	-11	0	0	1	3	-8	3	-9	16
10	CCOC(=O)C1CCN(c2cc(C)nc3cc(-c4cccc(F)c4)nn23)CC1	-2[20 µM]	2	2	2	0	-5	7	16	9
11	Cc1cc(C)c2[nH]c(=O)c(CN(Cc3cccs3)C(=S)NCc3ccco3)cc2c1	-4	0	7	-33	24	-3	5	8	7
12	COc1ccccc1N1CCN(Cc2ccsc2)CC1	-14	-3	8	2	6	5	-1	14	5
13	Cc1sc2nc(CSc3n[nH]c(N)n3)[nH]c(=O)c2c1C	-18	5	0	-5	-7	-5	6	7	8&8
14	CC(=O)NS(=O)(=O)c1ccc(NC(=O)COc2ccc(C(=O)c3ccccc3)cc2)cc1	-14	-2	4	1	-8	-5	2	8	5
15	CC(=O)Nc1cc(C(=O)OCC(=O)c2ccccc2)ccc1C	-10	3	-3	-1	-5	-7	3	13	6
16	CCOCCCn1c(=NC(=O)c2cccnc2)c(C(=O)OCC)cc2c(=O)n3ccccc3nc21	-10	5	-3	-15	-29	-4	8	-9	20
17	CCCC(=O)Nc1nnc(SCC(=O)Nc2ccc3c(c2)OCO3)s1	-7	-2	3	-4	-4	1	4	26	10
18	CCOc1ncccc1C(=O)OCC(=O)c1cccs1	-20[20 µM]	-1	5	-20	0	7	0	-23	7
19	CSc1ncccc1C(=O)OCC(=O)Nc1cc(C(F)(F)F)ccc1N1CCOCC1	-6	1	3	-17	-1	1	3	19	3
20	FC(F)(F)COc1ccc(-c2nnc(SCc3ccccc3)o2)cn1	-5	1	6	0	-9	7	-3	-6	6
21	CC(C)CCOC(=O)C1C(c2ccccc2)C(C(=O)O)C1c1ccccc1 (stereo unspecified)	-14[20 µM]	-2	0	-16	-5	1	0	-3	4
22	CCOC(=O)C1=C(CN2c3ccccc3CC2C)NC(=O)NC1c1ccccc1 (stereo unspecified)	-13[20 µM]	-1	-1	-18	8	-4	3	18	11
23	CCO[C@H]1OC(C(=O)N2CCN(Cc3ccc4c(c3)OCO4)CC2)=C[C@@H](C2CC2)[C@@H]1CCCO	-30	-2	7	-5	-10	-4	4	31	9
24	Clc1ccc(CNC2CCCC2)cc1	-12[20 µM]	0	2	-16	-6	-6	5	16	16
25	O=[N+]([O-])c1ccc(S(=O)(=O)CC(CN2CCCCC2)N2CCCCC2)cc1 (stereo unspecified)	-16	-3	3	-7	-6	6	1	-12	15
26	Cn1c(Cl)nc2c1c(=O)n(Cc1cccc(Br)c1)c(=O)n2C	-9	3	-8	-6	-3	-9	5	-8	24
27	O=C(c1ccco1)N1CCN(C(=O)C2CCCc3c2[nH]c2ccc(Cl)cc32)CC1 (stereo unspecified)	-21	-1	1	-5	9	2	1	0	22
28	O=C(O)CCSc1ccc2ccccc2n1	-10&-5	3&-3	-4&-1	11&-17	-12&-9	-5&-3	3&0	-1&-6	10&12
29	COc1cc(/C=C(/C#N)c2ccc(F)cc2)ccc1OCc1ccc(C(=O)O)o1	-25[20 µM]	0	2	-15	-33	-5	3	31	8
30	O=C(CCCCn1c(=O)c2ccccc2n(Cc2ccc(F)cc2Cl)c1=O)NCc1ccco1	-14[20 µM]	-3	1	-5	-8	-9	4	2	10
31	Cc1ccc(CC(=O)OCC(=O)NC2CCCC(C)C2C)cc1C (stereo unspecified)	-25[20 µM]	-1	-4	-8	3	-6	-1	-7	8
32	O=C(COC(=O)c1ccc2c(c1)C(=O)N(c1cccc3ncccc13)C2=O)c1ccc(Cl)cc1	-17	-3	3	56*	-7	0	6	12	6
33	CCCCN(CCCC)C(=O)c1cc2ccccc2c(=O)o1	-15	19	-4	-3	-6	-5	37*	-2	4
34	Cc1cc(C)cc(N2CC(C(=O)O)CC2=O)c1 (stereo unspecified)	-28[20 µM]	-3	2	-2	2	-10	-1	-6	6
35	Cc1ccc(C(C(=O)Nc2ccc3c(c2)OCO3)N(C)C(=O)Cc2c[nH]c3ccccc23)cc1 (stereo unspecified)	-5	8	-6	-3	7	-7	13	2	7
36	Cc1ccccc1NC(=O)c1ccccc1	-18[20 µM]	-1	4	-4	0	-4	6	14	9
37	CCn1c(-c2nonc2NC(=O)c2ccccc2)nc2ccccc21	-24[20 µM]	0	0	1	-13	-5	4	5	6
38	CCCn1nnc(NC(=O)c2ccc(OCC)c(Cl)c2)n1	-15[20 µM]	0	-7	-12	5	-5	1	16	4
39	O=C(Cc1ccc(Cl)cc1Cl)OCC(=O)c1ccc[nH]1	-2[20 µM]	-3	-2	-8	-10	-9	-1	22	2
40	O=C(Cn1nc2sc3ccccc3n2c(=O)c1=O)c1cccs1	-26	-1	4	3	-4	-6	-2	11	6
41	O=C(NCc1ccco1)C1CCN(S(=O)(=O)c2ccc(-n3cnnn3)cc2)CC1	-22	0	1	-10	-1	5	2	6	10
42	COc1ccc(Br)cc1-c1noc(-c2ccncc2)n1	-12[20 µM]	0	0	4	-1	-7	6	16	5
43	Cc1ccc2oc(-c3ccc(NC(=O)c4ccncc4)cc3O)nc2c1	-15	4	-1	-94	-13	-10	0	6	3
44	CC(=O)NC(Cc1ccc(O)cc1)C(=O)NN (stereo unspecified)	-26	-2	4	-4	2	4	2	6	6
45	CC(C)(C)c1nnc(NC(=O)CN2C(=O)C3C4C=CC(C4)C3C2=O)s1 (stereo unspecified)	-19	-5	-3	-12	1	-4	0	12	3
46	Cc1ccc(NC(=O)CN2CCCCCC2)c(Br)c1	-19	-4	4	-6	0	-4	4	5	8
47	COc1ccc(-c2nn(-c3ccccc3)cc2C(=O)Nc2nccs2)cc1OC	-11[20 µM]	-1	3	-12	-11	-17	3	6	10
48	FC(F)(F)c1cc(N2CCOCC2)nc(-c2ccccc2)n1	-11	-1	2	6	1	-2	6	-4	3
49	Fc1ccc(-c2nc3cnccn3c2NC2CCCC2)cc1	-6	-2	1	-18	-8	2	-1	13	14
50	COCCn1c(C)cc(C(=O)CSc2ccc(NC(C)=O)cc2)c1C	-15	-1	6	-10	12	-16	4	0	10
51	COc1ccc(N(CC(=O)NCc2ccco2)S(=O)(=O)c2c(C)nn(C)c2C)cc1	-13	-1	1	-6	3	-1	2	19	8
52	Cn1c(Oc2ccccc2NCc2cccc(Br)c2)cc(=O)n(C)c1=O	-10[20 µM]	2	-1	-5	-6	-5	1	6	7
53	O=C(CCc1ccc(S(=O)(=O)N2CCOCC2)cc1)Nc1nccs1	-14[20 µM]	2	-4	-6	-2	-9	9	0	11
54	CC(C)OCCCNC(=O)c1c(N)n(/N=C/c2ccccn2)c2nc3ccccc3nc12	-23	2	-5	-10	-34	-7	4	1	15
55	Cc1ccc(/C=N/NC(=S)NC2CCCCC2)o1	-5	-4	2	-6	-64	-7	-7	17	-1
56	Cc1c(Cl)cccc1NC(=S)NCCN1CCOCC1	-14	2	0	-9	-7	3	6	6	3
57	Cc1c(NC(=O)c2cc(C(C)C)on2)c(=O)n(-c2ccccc2)n1C	-35	-1	7	-11	7	-10	2	1	6
58	CC(=O)N(/N=C1\Sc2ccccc2C1=O)c1ccccc1	-21[20 µM]	0	-6	-20	-5	-9	4	16	10
59	N#C/C(=C/c1cccc([N+](=O)[O-])c1)C(=O)Nc1ccccc1O	-11	-3	3	-4	3	-1	-1	3	23
60	Cc1ccc(CNC(=O)c2ccc(-n3cccc3)cc2)cc1	6	6	-5	-24	19	-12	6	0	4

# Remaining list, next part:
No.	Compound	Furin inh	Ba/F3 V617F tox	p97 ATPase inh	NCF1 inh	Tb hexokinase	RBBP9 inhibitor	BaF3 parental	PPC-1+TRAIL kill	EP2 antag
61	COc1ccc(C2C(Oc3ccccc3C)C(=O)N2Cc2ccc(F)cc2)cc1OC (stereo unspecified)	-11[20 µM]	3	-7	7	2	3	12	16	-14
62	CCn1c(C)cc2c(c1=O)C(c1ccccc1)C(C(=O)OC)=C(N)O2 (stereo unspecified)	-14	-2	3	-10	0	7	5	17	8
63	CCC(C)(C)NC(=O)C1CCN(S(=O)(=O)c2cccs2)CC1	0	1	0	9	-2	1	2	-10	6
64	O=C(O)c1ccc(O)c(O)c1	-4	-1	7	-8	-4	3	-4	17	13
65	Cc1cccc(NC(=S)N(CCN(C)C)Cc2cc3cc(C)cc(C)c3[nH]c2=O)c1	-15	-4	4	-7	10	-8	1	12	8
66	CCN(CC)CCCNC(=O)CN1C(=O)CSc2ccc(S(=O)(=O)N3CCOCC3)cc21	-4	0	0	1	-1	-11	1	10	5
67	CCNc1nc(NCC)nc(SCC(C)=O)n1	-20	1	2	0	0	0	4	5	7
68	Cc1nc2ccccc2c(=O)n1NC(=O)c1cccnc1Cl	-29	1	4	3	-6	-1	3	25	3
69	CCN(CC)S(=O)(=O)c1ccc(Cl)c(NC(=O)COC(=O)/C=C/c2cc(OC)c(OC)c(OC)c2)c1	-14	5	-6	-9	-7	-10	4	16	9
70	CCC(CC)C(=O)NCCc1cc2c(C)ccc(C)c2[nH]c1=O	-25	0	0	-9	-5	-3	-2	14	6
71	CCCCCCCC1(C)NC(=O)N(CC(=O)Nc2cc(C)on2)C1=O (stereo unspecified)	-17	0	-5	-3	-5	-1	4	22	2
72	Cc1ccc(NC(=O)COc2ccc(/C=C3/SC(=Nc4ccccc4)N(Cc4cccnc4)C3=O)cc2)cc1	-7[20 µM]	-2	0	22	-31	-2	3	-7	9
73	COC1=CCC2([N+](=O)[O-])CN(CC(=O)O)CC1([N+](=O)[O-])C2 (stereo unspecified)	-3	1	1	-7	-8	-5	2	7	11
74	COCCNC(=O)Cn1c(=O)n(CCCCCC(=O)Nc2ccccc2)c(=O)c2sccc21	-23	-4	7	-20	-1	-6	3	-6	3
